Assay outcomes from PubChem BioAssay.
ATXN viability: Viability Counterscreen for Primary qHTS for Inhibitors of ATXN expression. S2 cells (HEK-293 line with an ATXN2-luciferase reporter) viability, CellTiter-Fluor protease fluorescence, 24 h. Potency, µM (series often up to 56.7 µM), actives largely listed as cytotoxic. 400,000 tested, 0.49% active; further: potency means the concentration at half of the fitted maximal effect; nearly all actives have a fitted effect of over 40% in size
TGFb SMAD3 inh: qHTS for Inhibitors of TGF-b; Potency, µM (top dose mostly 46.1 µM), without a hit: top-dose activity, negative = inhibition, usual class: inhibitors; AID 588855, 2011; 410,000 tested, 1.2% active; HepG2 CAGA-GFP TGF-b/SMAD3 reporter, GFP fluorescence, 18 h; TGF-beta stimulated, 500 pg/mL final; further: potency means the concentration at half of the fitted maximal effect; on the % scale 0 is the no-effect control and ±100 the full control effect; nearly all actives have a fitted effect of over 65% in size
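HEPG2 CAGA-GFP cells (1000/well, DMEM with 1% FBS) were pre-incubated 2 h at 37 degrees C, given compound by pin tool, then stimulated with TGF-beta at 500 pg/mL final for 18 h before per-cell GFP fluorescence imaging.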
IL-1B inflam inh: qHTS for Inhibitors of Inflammasome Signaling: IL-1-beta AlphaLISA Primary Screen; THP-1 LPS/ATP IL-1B secretion, AlphaLISA, 16 h; hits give low values; activity change, % at 57.5 µM; 360,000 tested, 4.7% active; in the data active means activity change below about -50%; inconclusive means mostly about -30% to -49%; further: on the % scale 0 is the no-effect control and ±100 the full control effect
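Secreted IL-1B measured by AlphaLISA bead assay after 16 h compound exposure of THP-1 cells; compounds (final up to 57.5 uM) added 1 h before LPS (250 ng/mL) and ATP (1.25 mM) stimulation; lower signal means less secretion.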
A549 viability: Nrf2 qHTS screen for inhibitors: counterscreen for cytotoxicity; A549 ARE-Fluc cells, CellTiter-Fluor viability, 18-24 h; Potency, µM (series often up to 46 µM), inactives show at the highest dose activity change, negative = cytotoxicity, actives largely listed as inhibitors; 390,000 tested, 0.16% active; AID 504648, 2011; further: potency means the concentration at half of the fitted maximal effect; on the % scale 0 is the no-effect control and ±100 the full control effect
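Cytotoxicity counterscreen: CellTiter-Fluor fluorescence was measured in A549 ARE_Fluc cells after 18-24 h of compound exposure in a concentration series. The subsequent BugLite luminescent read reports ARE-luciferase activity.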
Nrf2 activator: qHTS of Nrf2 Activators | 410,000 tested, 0.31% active | AREc32 ARE-luciferase reporter (MCF7-derived line), luminescence, 24 h | Potency, µM (doses to about 46.1 µM), for the others: at the highest dose activation, hits mostly activators; further: potency means the concentration at half of the fitted maximal effect; % of control where 0% means no effect; nearly all actives have a fitted effect of over 65% in size
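ARE-driven firefly luciferase activity in AREc32 cells measured after a 24 hr compound exposure at 37 deg C, using Steady-Glo reagent and a 30 min room-temperature hold.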
MCF10A rereplic: A quantitative high throughput screen for small molecules that induce DNA re-replication in MCF 10a normal breast cells; MCF 10A DNA re-replication, Hoechst nuclear intensity, 48 h; Potency, µM (doses to about 46.1 µM), without a hit: at the highest dose activity, positive = re-replication, most hits filed as activators; 350,000 tested, 2.9% active; further: potency means the concentration at half of the fitted maximal effect; % of control where 0% means no effect; nearly all actives have a fitted effect of over 50% in size
HepG2 tox: qHTS for Inhibitors of TGF-b: Cytotox Counterscreen. HepG2 CAGA-GFP viability, ATP luminescence, 18 h. AID 588856, 2011. 410,000 tested, 0.76% active. Potency, µM (titrated, usually from 46.1 µM), without a hit: at the highest dose activity change, negative = cytotoxicity, hits mostly cytotoxic; further: potency means the concentration at half of the fitted maximal effect; some results filed as inactive show a strong effect at the top dose
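HepG2 CAGA-GFP cells (1000/well, DMEM with 1% FBS) received compound, then TGF-beta at 500 pg/mL final, and were incubated 18 hours at 37 degrees C. Viability was read by CellTiter-Glo luminescence. Media-only wells were set as complete cell-killing and DMSO as no toxicity.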
Nrf2 block: Nrf2 qHTS screen for inhibitors | AID 504444, 2011 | Potency, µM (top dose mostly 46 µM), for inactives: at the highest dose activity change, negative = inhibition, hits mostly inhibitors | A549 ARE-Fluc reporter, luciferase luminescence, 18-24 h | 360,000 tested, 2.1% active; further: potency means the concentration at half of the fitted maximal effect; on the % scale 0 is the no-effect control and ±100 the full control effect; nearly all actives have a fitted effect of over 60% in size
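In this cell-based qHTS, ARE-driven firefly luciferase in A549 cells reports Nrf2 activity; the luminescent signal after BugLite lysis is the measured value, with a prior CellTiter-Fluor read for cell health.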
ATXN2 expr inh: Primary qHTS for Inhibitors of ATXN expression; Potency, µM (series often up to 57 µM), without a hit: at the highest dose activity change, negative = inhibition, most hits filed as inhibitors; HEK-293 ATXN2-luciferase reporter, luminescence, 24 h; 360,000 tested, 0.72% active; further: potency means the concentration at half of the fitted maximal effect; on the % scale 0 is the no-effect control and ±100 the full control effect; nearly all actives have a fitted effect of over 55% in size
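qHTS (up to 57 uM final) was run with 24 h compound exposure of reporter cells at 37 °C. Each well was multiplexed: SteadyGlo luminescence measured ATXN2-luciferase expression after a fluorogenic Gly-Phe-AFC viability readout (25 uM final).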
Starred values were filed as active, the others as inactive; i = inactive; ? = inconclusive; · = no result given; [ ] = remark or other dose. Unless noted, the call rests on the fitted dose curve; in most records, active means well fitted curve in the direction sought with a large enough effect; inconclusive means small, poorly fitted or top-dose-only effect, or another doubt; inactive means no such curve, though single readings can be large; an effect the other way counts as inactive or inconclusive.

compound	Nrf2 block	ATXN2 expr inh	MCF10A rereplic	A549 viability	ATXN viability	HepG2 tox	TGFb SMAD3 inh	IL-1B inflam inh	Nrf2 activator
Cc1cccc(-n2c(SCC(=O)N3CCCC3)nc3n[nH]c(C)c3c2=N)c1	-19%	-2%	-1%	-1%	i	9%	-17%	-28	0.3%
Cc1noc2ncnc(Oc3ccccc3Cl)c12	10%	·	12%	0%	?	18%	-4%	10	3.0%
O=C(CSc1nnc(NC(=O)c2c(F)cccc2F)s1)NC1CCCC1	-7%	3%	9%	-15%	i	-11%	25%	-11	0.2%
S=C(Nc1ccccc1Cl)N(Cc1ccccc1)Cc1cccnc1	?	-13%	20%	3%	i	-4%	2%	-25	-0.3%
O=C(CSc1cc([N+](=O)[O-])cc(S(=O)(=O)Cc2ccccc2)c1)NC1CC1	-7%	0%	1%	1%	i	-23%	-1%	13	-0.4%
C/C(=N/NS(=O)(=O)c1ccc(Br)cc1)c1ccc(C)o1	-14%	-3%	-2%	11%	i	9%	-3%	9	0.5%
CCCCn1c(=NC(=O)c2ccco2)c(C(=O)OCC)cc2c(=O)n3ccccc3nc21	3%	-14%	?	4%	i	3%	5%	-5	6.6%
Cc1ccc(Cl)cc1N1CCN(C(=O)c2cc3c(=O)n(C)c4ccccc4c3s2)CC1	9%	2%	·	3%	i	2%	-5%	·	-1.0%
O=C(CSc1ccc(-c2ccco2)nn1)Nc1ccccc1F	1%	6%	-24%	2%	i	-17%	?	0	25%
COC(=O)c1sccc1NC(=S)N1CCN(c2ccccc2)CC1	?	3%	0%	5%	i	21%	7%	-2	-0.1%
COc1ccc(OCC(=O)N2N=C(C)CC2(O)C(F)(F)F)cc1 (stereo not given)	-7%	-18%[11.3 µM]	-33%[inhibitor]	1%	i	1%	8%	-8	-0.8%
CCc1ccc(NC(=O)C2CCN(c3ccc(Sc4ccc(C)cc4)nn3)CC2)cc1	14%	14%	·	-3%	i	2%	-2%	·	0.2%
CC1(C)CC(=O)C2=C(C1)OC1=C(C(=O)CC(C)(C)C1)C2c1ccccc1	-15%	-9%	-5%	-18%	i	-11%	3%	-10	0.4%
COc1ccc(Cl)cc1C(=O)NNC(=S)NC(=O)c1ccc(F)c(F)c1	2%	-7%	?	2%	i	-15%	-11%	-4	5.0%
O=C(NCCCc1ccccc1)c1nn(-c2ccccc2F)nc1CO	-27%	·	·	-2%	·	-10%	0%	·	-0.2%
COC(=O)c1ccc2c(CCO)c[nH]c2c1	15%	36%[activator]	-15%	0%	i	-1%	-4%	-4	3.7%
CC(C)CN(C(=O)C(c1ccccc1)c1ccccc1)c1c(N)n(CC(C)C)c(=O)[nH]c1=O	11%	-14%	-2%	-6%	?	5%	15%	0	1.0%
c1ccc(-c2nnc(-c3ccccn3)s2)nc1	?	8.9µM*	7%	2%	i	-6%	-13%	-10	?
O=[N+]([O-])c1ccc(CN2CCCCCC2)s1	-3%	-8%	13%	2%	i	10%	0%	0	3.2%
CCSc1ncnc2sc3c(c12)CCC3	·	-5%	-2%	3%	i	-21%	0%	-6	2.2%

Complete entries from above.
`Cc1cccc(-n2c(SCC(=O)N3CCCC3)nc3n[nH]c(C)c3c2=N)c1` is listed as Nrf2 block = -19%; ATXN2 expr inh = -2%; MCF10A rereplic = -1%; A549 viability = -1%; ATXN viability = i; HepG2 tox = 9%; TGFb SMAD3 inh = -17%; IL-1B inflam inh = -28; Nrf2 activator = 0.3%
`c1ccc(-c2nnc(-c3ccccn3)s2)nc1` is listed as Nrf2 block = ?; ATXN2 expr inh = 8.9µM*; MCF10A rereplic = 7%; A549 viability = 2%; ATXN viability = i; HepG2 tox = -6%; TGFb SMAD3 inh = -13%; IL-1B inflam inh = -10; Nrf2 activator = ?

Further compounds:
compound	Nrf2 block	ATXN2 expr inh	MCF10A rereplic	A549 viability	ATXN viability	HepG2 tox	TGFb SMAD3 inh	IL-1B inflam inh	Nrf2 activator
CSCC[C@H](NC(=O)Nc1cccc(Br)c1)C(=O)O	4%	12%	-12%	1%	i	8%	-7%	-13	0.3%
Nc1nc2ccc(S(=O)(=O)c3ccc4nc(N)sc4c3)cc2s1	-12%	-7%	-1%	2%	i	-1%	44%[activator]	-9	0.9%
CC1CC(C)(C)NC(=S)N1CCC(=O)N1CCc2ccccc2C1 (stereo not given)	-7%	-2%	0%	0%	i	0%	-8%	-4	1.6%
COc1ccc(S(=O)(=O)N(CC(=O)Nc2cc(C)on2)Cc2ccccc2)cc1	-10%	-12%	2%	8%	i	-2%	-1%	-1	-0.1%
COC(=O)c1cccc(C(=O)Nc2ccc(F)cc2)n1	6%	2%	8%	-3%	i	-44%	-2%	22	0.5%
COc1cccc(CNC(=O)c2cc3c(cc2Cl)N2CCCCCC2=NS3(=O)=O)c1	-7%	-7%	0%	-1%	?	-23%	4%	6	0.3%
CCS(=O)(=O)c1nc(S(=O)(=O)c2ccc(C)cc2)c(NCCCn2ccnc2)s1	-12%	-3%	2%	-4%	i	10%	6%	-14	-1.6%
CCOC(=O)C1=CCN(S(=O)(=O)c2ccc(C)cc2)C1c1ccc(Cl)cc1 (stereo not given)	·	-25%	·	·	?	-34%	?	4	14%
CN(Cc1ccccc1)C(=O)CCC(=O)N(C)Cc1ccccc1	?	62%[activator]	12%	-12%	i	-30%	-2%	-5	3.8%
CC(C)N(CCC#N)C(=O)Nc1ccc2c(c1)CCO2	-5%	-16%	0%	-9%	i	-5%	8%	-7	2.4%
Cc1ccccc1CN1CCNC(=O)C1CC(=O)O (stereo not given)	1%	-1%	-8%	-6%	i	1%	-9%	0	-0.3%
COc1ccc(CNC(=O)c2c(O)nc3c(C)cccn3c2=O)cc1	15%	2%	·	5%	i	0%	15%	·	-0.3%
COc1ccc(/C=N/NC(=O)CNC(=O)c2ccc3c(c2)OCCO3)cc1OC	-4%	17%	8%	-1%	i	5%	-11%	0	-0.2%
COc1ccccc1/C=C\C=N\NC(=O)c1ccco1	-1%	-5%	?	3%	?	-2%	?	0	6.4%
CCN(CC)C(=O)c1cccc(NC(=O)c2cc(C3CC3)nc3c2cnn3C(C)C)c1	?	·	1%	-2%	·	4%	-47%	-4	0.3%
Cn1cc(C(=O)NS(=O)(=O)Nc2ccc(Br)cn2)c2ccccc21	?	26%	-2%	7%	i	-43%	-9%	-13	3.3%
O=c1ccc(-c2nc3ccccc3n2Cc2ccc(Cl)cc2)c[nH]1	-27%	8%	-2%	1%	i	-21%	-28%	0	19%
COc1cc(OC)c(C2=NOC(C(=O)Nc3ccc4c(c3)OCO4)C2)cc1Cl (stereo not given)	-24%	-5%	1%	-8%	i	3%	6%	-21	2.6%
COC(=O)C1[C@H]2SC(C)(C)C(C(=O)OC)N2C(=O)N1Cc1nc2ccccc2s1 (stereo not given in full)	15%	7%	-22%	-3%	i	4%	1%	21	0.5%
COC(=O)C1(CCSC)NC(c2ccc(O)cc2)C2C(=O)N(c3ccc(F)cc3)C(=O)C21 (stereo not given)	6%	-2%	-13%	-7%	i	2%	4%	14	-0.7%[9.22 µM]
NC(=O)C1=C(c2ccccc2)c2ccccc2C1=O	27%	?	?	-5%	?	-2%	?	-102*	0.3%
CCCCN(C(=O)CSCC(=O)Nc1cccc(C)c1)c1c(N)n(Cc2ccccc2)c(=O)[nH]c1=O	5%	3%	0%	8%	i	-6%	2%	-7	2.7%
CC(CC(=O)NCc1cccnc1)c1ccccc1 (stereo not given)	6%	1%	-2%	1%	i	18%	4%	9	-0.2%
Cc1cccc(N2C(=O)C3C(c4ccccc4)OC4(C(=O)c5ccccc5C4=O)C3C2=O)c1 (stereo not given)	1%	-3%	25%	-5%	i	-3%	-1%	43	-1.2%
CNc1nc(Oc2ccc(=O)[nH]n2)nc(N2CCOCC2)n1	4%	6%	·	1%	i	2%	27%	·	-0.7%
COc1ccccc1CN(C(=O)Cc1cccs1)C(C(=O)NC1CCCC1)c1ccncc1 (stereo not given)	3%	-19%	17%	-1%	i	-2%	-1%	-24	-0.8%
COc1ccc(/C=C/C(=O)Nc2ccc(C)cc2)cc1S(=O)(=O)N1CCOCC1	?	?	-4%	-4%	?	-1%	-22%	-13	-0.3%
CCOC(=O)N1CCN(C(=O)c2ccc3c(c2)N=C(CC)c2cc(C)ccc2S3)CC1	?	-32%	0%	-9%	?	-1%	?	-4	0.1%
Cc1ccc(C)c(N(CC(=O)NCc2ccco2)C(=O)CNS(=O)(=O)c2ccc(F)cc2)c1	-10%	0%	-5%	9%	i	0%	-11%	?	0.6%
CC(C)Nc1ncnc2c1ncn2[C@H]1CN(Cc2ccc(-c3ccccc3)cc2)C[C@@H](CO)O1	·	?	·	·	i	-26%	-10%	-11	1.2%[9.22 µM]
Cc1nc2ncnn2c(C)c1Cc1c(Cl)cccc1Cl	?	-17%	4%	-4%	i	-31%	4%	14	-0.4%
Cc1ccc(N2CC(C(=O)NCc3ccc(C)n3C)CC2=O)cc1 (stereo not given)	-1%	24%	2%	-7%	i	-2%	7%	32	0.1%
O=C(COC(=O)c1ccccc1NS(=O)(=O)c1cccs1)NCC12CC3CC(CC(C3)C1)C2	8%	1%	?	-2%	?	-9%	?	?	3.1%
COc1ccc(N2CCN(CCC3Oc4cc([N+](=O)[O-])ccc4NC3=O)CC2)cc1 (stereo not given)	-11%	-16%	-20%	-14%	i	-14%	-4%	?	2.6%
COC(=O)c1ccc(NC(=O)c2cccc(NC(=O)c3ccccc3)c2)cc1	-3%	·	7%	-7%	i	0%	11%	-2	4.6%
